Avidin bead fluor: compound fluoresces at 488/530 nm on avidin beads; compound fluorescence 488/530 nm, flow cytometry; stronger effect = higher value; fluorescence (KMESF) at 10 µM; 220,000 compounds, 0.38% hits; AID 1775; in the data active = fluorescence above about 47; note: inactives centre near 10
ABCG2 block: human ABCG2 inhibition, ABCB1 as counter-screen | Q9UNQ0 | IgMXP3 cells, JC-1 efflux, flow cytometry | inhibition, % at 6.6 µM | 190,000 compounds, 0.1% hits | AID 1325;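 active = inhibition above 80%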;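 note: 0% = DMSO and 100% = nicardipine control wells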
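test system = two drug-resistant human cell lines, ABCG2 and ABCB1 | amount = 3 million cells/mL final, two lines in 1:1 ratio | reagent = JC-1 transporter substrate | doses = one concentration, 6.6 µM final | incubation = 10 min at 25 °C | signal = flow cytometric JC-1 green MFI at 530 nm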
Pf gamet viab: P. falciparum stage V gametocyte viability inhibition. P. falciparum stage V gametocytes, ATP luminescence, 24 h. inhibition, % at 10.9 µM. 150,000 compounds, 0.065% hits;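 active = inhibition above the mean plus 3 SD of compounds within the control limits, set per campaign, cut at about 38% in these data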;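 note: 0% = DMSO wells and 100% = medium only without gametocytes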
Mcl1-Noxa inh: Mcl-1/Noxa interaction inhibition | inhibition, % at 21.7 µM | 220,000 compounds, 1.5% hits | Q07820 | TR-FRET Mcl-1/Noxa peptide binding, 2 h | AID 1022;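 active = compounds that cut the protein-peptide binding signal by more than 50% relative to plate controls in a single-dose test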;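 note: His-tagged Mcl-1 with rhodamine Noxa BH3 peptide and terbium anti-His antibody; 0% = Mcl-1 plus Noxa peptide wells and 100% = peptide-only wells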
Target sequence (Q07820 whole entry, looked up): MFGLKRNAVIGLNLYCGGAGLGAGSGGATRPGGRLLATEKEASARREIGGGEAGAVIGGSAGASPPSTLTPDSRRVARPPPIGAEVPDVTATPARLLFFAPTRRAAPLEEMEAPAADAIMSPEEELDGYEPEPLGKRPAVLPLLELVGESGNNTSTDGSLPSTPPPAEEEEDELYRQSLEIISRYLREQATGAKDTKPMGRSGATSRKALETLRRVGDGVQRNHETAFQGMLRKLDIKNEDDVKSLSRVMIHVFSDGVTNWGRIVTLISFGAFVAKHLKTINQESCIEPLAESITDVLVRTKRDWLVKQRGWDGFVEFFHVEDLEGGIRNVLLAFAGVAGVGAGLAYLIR
Rac1 wt GTP bind: human Rac1 wildtype GTP binding, inhibitors and activators | GST-Rac1 beads, fluorescent GTP binding, flow cytometry; actives lie on both sides; 0 = cold GTP competed, 100 = untreated | P63000 | GTP binding activity (% of control), % at 10 µM | 190,000 compounds, 0.27% hits;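 active = GTP binding activity at least 20 points away from the 100% control level, either lower or higher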
HRas wt GTP bind: human HRas wildtype GTP binding, change in either direction | 190,000 compounds, 0.14% hits | GTP binding activity, % at 10 µM | GST-Ras wt beads, Bodipy-FL-GTP binding, flow cytometry; actives lie on both sides;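 active = GTP binding activity at least 20% away from the 100% baseline, either lowered as inhibitor or raised as activator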;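 note: 0% = unlabeled GTP competition control and 100% = no-compound control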
Target sequence (P01112 whole entry, looked up): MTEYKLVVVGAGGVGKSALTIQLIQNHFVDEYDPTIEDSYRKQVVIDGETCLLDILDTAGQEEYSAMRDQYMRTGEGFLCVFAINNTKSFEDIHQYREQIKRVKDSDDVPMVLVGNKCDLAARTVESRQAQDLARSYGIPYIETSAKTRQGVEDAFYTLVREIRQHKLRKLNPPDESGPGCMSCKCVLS
Rab7 wt GTP bind: modulators of GTP binding to dog Rab7 wildtype GTPase; 190,000 compounds, 0.055% hits; AID 758; GST-Rab7 beads, fluorescent GTP binding, flow cytometry; actives lie on both sides; untreated = 100%, excess cold GTP = 0%; GTP binding activity (percent of control), % at 10 µM;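 active = fluorescent GTP binding to Rab7 beads changed by at least 20 points from the 100% baseline, either direction, mostly lower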;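 note: median green fluorescence of bound Bodipy-FL-GTP per Rab7 bead population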
Cdc42 wt: human Cdc42 wildtype GTP binding change, either direction | P60953 | GST-Cdc42 beads, Bodipy-GTP binding, flow cytometry; actives lie on both sides | AID 761 | percent activity (GTP binding), % at 10 µM | 190,000 compounds, 0.2% hits;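 active = percent activity GTP binding at least 20 points away from the 100% baseline, either down as inhibitor or up as activator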;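 note: median bead fluorescence of bound Bodipy-FL-GTP at 100 nM; 0% = excess unlabeled GTP control and 100% = no compound control; below 100% means less GTP binding so inhibitor and above means activator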
Target sequence (P60953 whole entry, looked up): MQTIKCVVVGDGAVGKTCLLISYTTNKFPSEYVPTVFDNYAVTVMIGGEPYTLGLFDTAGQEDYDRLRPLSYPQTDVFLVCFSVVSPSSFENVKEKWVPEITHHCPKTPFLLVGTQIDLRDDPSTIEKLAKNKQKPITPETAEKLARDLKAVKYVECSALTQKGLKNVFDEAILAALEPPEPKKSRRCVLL
Rab2A wt mod: changes GTP binding to wildtype dog Rab2A, up or down | GTP binding activity, % at 10 µM | P61105 | AID 760 | 190,000 compounds, 0.19% hits | GST-Rab2 wt beads, Bodipy-GTP binding, flow cytometry;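 active = GTP binding activity at least 20 points away from 100%, either lowered or raised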;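 note: 0% = beads with excess unlabeled GTP and 100% = no-compound control corrected for plate trend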
ABCB1 inh: human ABCB1 inhibition, ABCG2 as counter-screen; inhibition, % at 6.6 µM; CCRF-Adr cells, JC-1 efflux, flow cytometry; P08183; 190,000 compounds, 0.067% hits; in the data active = inhibition above about 40%;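 note: 0% = vehicle and 100% = reference inhibitor; higher value means more JC-1 retained so stronger ABCB1 efflux block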
Rac1 act GTP bind: alters GTP binding to activated mutant human Rac1. P63000. GST-Rac1 activated beads, fluorescent GTP binding, flow cytometry; actives lie on both sides; 100% means binding = to untreated wells. percent activity (GTP binding), % at 10 µM. 190,000 compounds, 0.11% hits. AID 764;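 active = GTP binding at least 20 percentage points away from the 100% baseline, in either direction, so actives lie on both sides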
The depositor's hits bear a star; x = not tested or not shown. Random draw from the library. Share with any hit: about 2.3%.

1. CCN(CC)S(=O)(=O)c1ccc(-c2nnc(SCC(=O)Nc3ccc4c(c3)OCO4)o2)cc1
2. CSC1=NCCN1C(=O)c1c(F)cccc1Cl
3. O=C1CC(c2cccc(F)c2)C2=C(CCCC2=O)N1 (centres undefined)
4. O=C(CSc1nnc(COc2cccc3cccnc23)o1)N1CCN(C(=O)c2ccco2)CC1
5. COc1ccc(-c2nc(NC(=O)CSc3nnc(C)s3)ns2)cc1
6. CCCOc1ccc(C(=O)c2nc3c(n2O)CCCCC3)cc1
7. CN=C1S/C(=C\c2ccc(N3CCOCC3)cc2C)C(=O)N1C
8. CCOC(=O)Cn1c(=N)n(CCOc2cccc(C)c2)c2ccccc21

Compound,1,2,3,4,5,6,7,8
Avidin bead fluor,7,9,11,6,13,8,15,12
ABCG2 block,0,2,1,-1,4,0,10,3
Pf gamet viab,-21,-15,8,-42,x,2,x,x
Mcl1-Noxa inh,22,12,26,-4,-6,6,20,-11
Rac1 wt GTP bind,100,100,110,102,105,102,103,102
HRas wt GTP bind,99,101,104,100,104,103,102,101
Rab7 wt GTP bind,99,101,101,100,102,101,103,97
Cdc42 wt,101,98,105,99,104,103,104,104
Rab2A wt mod,97,99,104,99,99,102,99,100
ABCB1 inh,0.3,0.5,0.3,0.3,0.5,0.0,1.4,0.6
Rac1 act GTP bind,97,96,102,97,99,100,101,101

9. Cc1ccc(N(CC(=O)NC(C)(C)C)C(=O)CNC(=O)c2cccs2)cc1
10. COc1ccc(N2CCN(CC(O)COc3ccc4c(c3)CCC4)CC2)cc1 (centres undefined)
11. O=C(COC(=O)C1CC(O)CN1S(=O)(=O)c1ccc(Cl)cc1)c1ccccc1 (centres undefined)
12. COc1ccc(C(=O)Nc2nc(C)c(C(=O)N(C)C)s2)cc1OC
13. O=C(COC(=O)c1ccc2c(=O)n3c(nc2c1)CCC3)NC1CCS(=O)(=O)C1 (centres undefined)
14. O=C(c1ccccc1)c1c[nH]cc1-c1ccccc1
15. COc1ccc(OCCSc2nnc3sc4ccccc4n23)cc1
16. CCOC(=O)Cc1[nH]nc2c1C(C1C=CCCC1)C(C#N)=C(N)O2 (centres undefined)

Compound,9,10,11,12,13,14,15,16
Avidin bead fluor,14,14,12,8,9,5,32,16
ABCG2 block,5,1,3,3,-1,15,1,18
Pf gamet viab,x,x,-2,x,4,-17,5,x
Mcl1-Noxa inh,5,13,10,3,26,0,-9,11
Rac1 wt GTP bind,97,95,104,103,103,105,101,103
HRas wt GTP bind,97,95,101,102,99,101,98,100
Rab7 wt GTP bind,98,93,99,100,99,102,99,100
Cdc42 wt,98,96,98,102,100,101,97,100
Rab2A wt mod,98,93,99,102,97,99,99,99
ABCB1 inh,1.6,0.5,0.3,-0.2,-0.1,1.5,-0.1,2.3
Rac1 act GTP bind,97,92,101,101,99,99,96,100

17. O=C(CSc1nnc2ccc(-c3ccccc3)nn12)NCC1CCCO1 (centres undefined)
18. COC(=O)c1cc(C(=O)CC(C)C)c[nH]1
19. O=C(NC(=S)N1CCCc2ccccc21)c1ccco1
20. Cc1nonc1C1CCCN1Cc1cn[nH]c1-c1ccc2c(c1)OCO2 (centres undefined)
21. O=C(c1cn(-c2ccccc2)nc1-c1ccncc1)N1CCCCC1
22. Cc1oc(-c2cccc3ccccc23)nc1CN1CCN(c2ncnc3ccccc23)CC1
23. Cc1ccc(CNC(=O)c2cc3c(s2)CN(Cc2ccccc2)C3)cc1
24. O=C(Nc1nccs1)c1ccc(S(=O)(=O)N2CCCCC2)cc1

Compound,17,18,19,20,21,22,23,24
Avidin bead fluor,9,6,9,7,8,10,9,9
ABCG2 block,3,7,-5,0,0,6,5,1
Pf gamet viab,5,x,-11,9,x,-44,x,x
Mcl1-Noxa inh,8,11,-3,8,-2,5,3,15
Rac1 wt GTP bind,96,100,89,97,106,98,101,106
HRas wt GTP bind,98,97,94,99,100,95,99,101
Rab7 wt GTP bind,107,99,100,104,103,97,93,106
Cdc42 wt,100,96,103,96,101,93,98,102
Rab2A wt mod,99,97,90,102,100,95,99,103
ABCB1 inh,0.3,1.0,-0.8,0.0,0.2,2.6,0.5,-2.1
Rac1 act GTP bind,95,96,95,95,98,95,95,101

25. Cc1c(Cl)ccc2c1NC(=O)C21NC(CCC(N)=O)[C@H]2C(=O)N(c3ccc(Cl)cc3)C(=O)[C@H]21 (some centres undefined)
26. CC(C)CC(NC(=O)OC(C)(C)C)c1cn([C@@H](CCC(=O)OC(C)(C)C)C(=O)N2CCN(C(=O)OC(C)(C)C)CC2)nn1 (some centres undefined)
27. COc1ccc(NC(=S)N(CCCN2CCC(C)CC2)Cc2cccs2)cc1
28. CS(=O)(=O)N1CCN(c2ccc(NC(=O)c3ccc([N+](=O)[O-])o3)cc2)CC1
29. Cc1ccc(S(=O)(=O)NN2C(=O)c3ccccc3NC2c2ccco2)cc1 (centres undefined)
30. c1nc(N2CCCCC2)c2[nH]cnc2n1
31. CCNC(=O)CC1C(=O)N(c2ccccc2)C(=O)N1CCc1ccc(OC)c(OC)c1 (centres undefined)
32. CC(C)C(NC(=O)C12CC3CC(CC(C3)C1)C2)C(=O)N/N=C/C1=C(N2CCOCC2)C(=C\c2ccc([N+](=O)[O-])cc2)/CC1 (centres undefined)

Compound,25,26,27,28,29,30,31,32
Avidin bead fluor,7,5,10,7,19,3,11,13
ABCG2 block,0,4,1,3,0,2,-3,-1
Pf gamet viab,x,x,4,9,11,x,x,5
Mcl1-Noxa inh,10,12,21,20,2,-1,33,10
Rac1 wt GTP bind,101,96,99,98,95,98,101,105
HRas wt GTP bind,101,97,97,97,92,97,100,104
Rab7 wt GTP bind,100,97,100,98,94,97,96,95
Cdc42 wt,100,96,98,99,94,96,102,95
Rab2A wt mod,103,97,99,99,94,97,98,103
ABCB1 inh,0.0,4.9,0.5,0.6,0.2,0.4,-8.3,-0.1
Rac1 act GTP bind,101,97,98,97,94,97,98,102

33. COc1ccc(OC)c(C2NC(=O)NC(C)=C2C(=O)Nc2ccc(C)cc2C)c1 (centres undefined)
34. O=C(c1ccc2ncsc2c1)N1CCN(c2ccc(O)cc2)CC1
35. CNC(=O)C(=O)NCCc1ccc(Cl)cc1
36. CC1(C)Cc2c(C#N)c(N3CCCC3)nc(-c3ccco3)c2CO1
37. CCc1nnc(NC(=O)CSc2n[nH]c(-c3ccccc3O)n2)s1
38. CCN(c1ccccc1)S(=O)(=O)c1ccc(C(=O)Nc2nnc(CSC)o2)cc1
39. CCN(CC)S(=O)(=O)c1ccc(OC)nc1
40. COc1coc(/C=C/C(=O)O)cc1=O

Compound,33,34,35,36,37,38,39,40
Avidin bead fluor,13,9,6,7,7,5,15,6
ABCG2 block,36,7,0,-2,0,1,4,1
Pf gamet viab,x,x,22,x,14,x,x,14
Mcl1-Noxa inh,6,29,-2,42,32,-17,1,10
Rac1 wt GTP bind,101,105,103,105,94,98,100,106
HRas wt GTP bind,100,106,104,99,91,95,100,103
Rab7 wt GTP bind,102,102,97,100,91,99,99,102
Cdc42 wt,100,107,104,99,91,92,103,104
Rab2A wt mod,102,106,105,98,92,93,101,101
ABCB1 inh,1.9,1.6,0.0,-1.2,-0.3,0.0,0.9,0.2
Rac1 act GTP bind,96,103,102,100,93,93,97,101

41. Cc1cccc2nc(CSc3nnnn3-c3ccccc3)cn12
42. O=C(NCCN1CCOCC1)N1CCOCC1
43. CCc1ccc(C(=O)COC(=O)c2cccc(N3C(=O)c4c(C)nc5ccccc5c4C3=O)c2)cc1
44. O=C(Nc1c(F)c(F)c(F)c(F)c1F)NC1CCCCC1
45. O=C(NCc1ccco1)/C(=C\c1ccco1)NC(=O)c1cccs1
46. COc1ccc(/C=N/n2c(=S)n(C)c3ccccc32)cc1OC

Compound,41,42,43,44,45,46
Avidin bead fluor,10,14,4,11,8,12
ABCG2 block,3,-1,2,4,0,2
Pf gamet viab,x,x,4,12,-23,6
Mcl1-Noxa inh,0,x,-6,-6,21,14
Rac1 wt GTP bind,105,102,98,99,97,101
HRas wt GTP bind,102,102,97,101,93,100
Rab7 wt GTP bind,102,99,98,100,94,100
Cdc42 wt,104,102,97,100,95,100
Rab2A wt mod,102,101,99,99,95,99
ABCB1 inh,0.4,-0.2,0.3,0.7,0.1,0.1
Rac1 act GTP bind,98,100,99,96,93,98

Three entries drawn at random from the list so far:
3. O=C1CC(c2cccc(F)c2)C2=C(CCCC2=O)N1 (centres undefined)
22. Cc1oc(-c2cccc3ccccc23)nc1CN1CCN(c2ncnc3ccccc23)CC1
30. c1nc(N2CCCCC2)c2[nH]cnc2n1

Compound,3,22,30
Avidin bead fluor,11,10,3
ABCG2 block,1,6,2
Pf gamet viab,8,-44,x
Mcl1-Noxa inh,26,5,-1
Rac1 wt GTP bind,110,98,98
HRas wt GTP bind,104,95,97
Rab7 wt GTP bind,101,97,97
Cdc42 wt,105,93,96
Rab2A wt mod,104,95,97
ABCB1 inh,0.3,2.6,0.4
Rac1 act GTP bind,102,95,97

Assay outcomes deposited in PubChem BioAssay by several laboratories.
